S-ASM inh = inhibitors of human secretory acid sphingomyelinase; P17405; placental ASM, HMU-PC fluorogenic substrate, 60 min; Potency, µM (titrated, usually from 57.5 µM), inactives show top-dose activity change, negative = inhibition, usual class: inhibitors; 340,000 compounds, 0.006% hits; AID 504937; also: potency is read from the fitted curve at half-maximal effect
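Steps: dispense placental human ASM, pin compound, wait 10 min at room temperature, add HMU-PC0 substrate at 9 uM final, incubate 60 min at 37 °C, add stop solution raising pH to 10, read fluorescence.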
a7 integrin act = integrin-mediated muscular dystrophy alleviation activation; 350,000 compounds, 0.064% hits; alpha7betagal myoblasts, beta-gal FDG fluorescence, 48 h; Potency, µM (top dose mostly 38.3 µM), for inactives: at the highest dose activation, usual class: activators; AID 624291;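 also: potency is read from the fitted curve at half-maximal effect; 100% = response of the positive control SU9516; nearly all actives have a fitted effect of over 60% in size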
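alpha7betagal+/- myoblasts (passage 13, 250/well) treated 48 h at 37C with compounds at 1:260 dilution of DMSO stock. Lysed, then beta-galactosidase activity read as FDG fluorescence (ex 480/em 540) after 30 min, with pre-read for autofluorescence.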
TSHR antagonist = blocks TSH signaling through the human TSH receptor; TSHR-expressing cells, TSH-stimulated cAMP HTRF, 2 h; stronger effect = lower value; 330,000 compounds, 0.2% hits; activity change, negative = inhibition, % at 11.5 µM; P16473;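 active = activity change below a set negative limit, meaning inhibition stronger than a set level, cut at about -70% in these data; inconclusive = activity change between two set negative limits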; also: % is scaled to controls: 0 for no effect and ±100 for the full control effect
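Cell-based HTRF cAMP assay; TSHR cells + compound, TSH EC80 (4nM final), 2 h, 37 deg C. Lysis with anti-cAMP cryptate and cAMP-d2, 30 min RT, read 665/620 nm.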
TSG101-PTAP inh = blocks PTAP/TSG101 interaction to inhibit HIV-1 budding | Potency, µM (top dose mostly 115 µM), for inactives: top-dose activity change, negative = inhibition, actives largely listed as inhibitors | Fluorescence polarization, FITC-PTAP peptide / Tsg101 binding | 340,000 tested, under 10 active | Q99816; active = well fitted inhibition curve with a large enough effect in the main read-out, with a control signal flat, not every such curve was filed as active; inconclusive = small, poorly fitted or top-dose-only effect, or effect the other way, or a change in a side signal; inactive = no such curve, though single readings can be large or run the other way; also: potency is read from the fitted curve at half-maximal effect; % of control where 0% means no effect
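FP read-out: FITC-PTAP peptide, 50 nM final, binding Tsg101 binding domain, 10 uM final; 20 min, r.t.; 10 mM HEPES pH 7.5, 0.15 M NaCl, 0.01% Tween 20, 3 mM EDTA, 0.1 mM TCEP.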
Tb PFK block = T. brucei PFK enzyme inhibition; O15648; T. brucei PFK, ADP-Glo luminescence; Potency, µM (doses to about 57.5 µM), for inactives: top-dose activity, negative = inhibition, actives largely listed as inhibitors; 330,000 compounds, 0.17% hits; AID 485367;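 also: potency is read from the fitted curve at half-maximal effect; 0% = uninhibited 1x PFK enzyme wells and -100% = no-enzyme wells; nearly all actives have a fitted effect of over 60% in size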
Target sequence (O15648 whole entry, looked up): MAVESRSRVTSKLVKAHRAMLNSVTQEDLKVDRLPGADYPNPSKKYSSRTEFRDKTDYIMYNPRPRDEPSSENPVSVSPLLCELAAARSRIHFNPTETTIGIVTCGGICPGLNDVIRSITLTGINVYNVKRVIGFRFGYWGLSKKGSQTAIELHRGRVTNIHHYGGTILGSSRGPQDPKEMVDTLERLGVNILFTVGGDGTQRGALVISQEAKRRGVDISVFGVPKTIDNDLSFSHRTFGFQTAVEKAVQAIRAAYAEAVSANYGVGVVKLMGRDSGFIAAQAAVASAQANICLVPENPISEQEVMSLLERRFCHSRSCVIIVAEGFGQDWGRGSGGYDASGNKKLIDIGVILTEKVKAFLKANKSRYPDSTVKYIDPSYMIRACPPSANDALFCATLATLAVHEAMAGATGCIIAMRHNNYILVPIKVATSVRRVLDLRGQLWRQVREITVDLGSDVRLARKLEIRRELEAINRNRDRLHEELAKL
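Luminescent ADP detection (ADP-Glo, two-step: ATP depletion then ADP-to-ATP conversion for luciferase) reported PFK activity after 45 min room-temperature reaction of 1.25 nM enzyme with 0.5 mM F6P and 0.1 mM ATP at pH 8.0.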
TCR act = T cell receptor activation | AID 504894 | 330,000 tested, under 10 active | primary human leukocytes, anti-CD3, IL-2 HTRF, 48 h | Potency, µM (series often up to 9.22 µM), inactives show at the top dose activation of IL-2 secretion, actives largely listed as activators; also: % of control where 0% means no effect
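Primary human leukocytes incubated 48 hr with anti-CD3 beads plus compound, without co-stimulation. Secreted IL-2 measured by HTRF (europium cryptate/d2 anti-IL-2 pair, 320 nm excitation, 665 nm emission).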
ELG1 DNA repair = inhibitors of ELG1-dependent DNA repair in HEK293T cells | HEK293T ELG1-luciferase reporter, luminescence, 16 h; DNA damage induced by 5-fluorouridine | Potency, µM (series often up to 46.1 µM), inactives show at the top dose activity change, negative = inhibition, usual class: inhibitors | 330,000 compounds, 2.3% hits; also: potency is read from the fitted curve at half-maximal effect; % is scaled to controls: 0 for no effect and ±100 for the full control effect; nearly all actives have a fitted effect of over 55% in size
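In this reporter screen, reduction of luminescence relative to DMSO vehicle indicated activity. Compounds and 5-fluorouridine were added together to 2,000 cells per well, incubated for 16 hr at 37 °C, then developed with ONE-Glo.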
Eya2 phos inh = Eya2 (human) phosphatase inhibition; recombinant Eya2, OMFP fluorescence dephosphorylation (OMFP is methylfluorescein phosphate); 330,000 compounds, 0.006% hits; Potency, µM (highest dose often 76.9 µM), inactives show at the top dose activity, negative = inhibition, actives largely listed as inhibitors; also: potency is read from the fitted curve at half-maximal effect; % is scaled to controls: 0 for no effect and ±100 for the full control effect
Target sequence (O00167 whole entry, looked up): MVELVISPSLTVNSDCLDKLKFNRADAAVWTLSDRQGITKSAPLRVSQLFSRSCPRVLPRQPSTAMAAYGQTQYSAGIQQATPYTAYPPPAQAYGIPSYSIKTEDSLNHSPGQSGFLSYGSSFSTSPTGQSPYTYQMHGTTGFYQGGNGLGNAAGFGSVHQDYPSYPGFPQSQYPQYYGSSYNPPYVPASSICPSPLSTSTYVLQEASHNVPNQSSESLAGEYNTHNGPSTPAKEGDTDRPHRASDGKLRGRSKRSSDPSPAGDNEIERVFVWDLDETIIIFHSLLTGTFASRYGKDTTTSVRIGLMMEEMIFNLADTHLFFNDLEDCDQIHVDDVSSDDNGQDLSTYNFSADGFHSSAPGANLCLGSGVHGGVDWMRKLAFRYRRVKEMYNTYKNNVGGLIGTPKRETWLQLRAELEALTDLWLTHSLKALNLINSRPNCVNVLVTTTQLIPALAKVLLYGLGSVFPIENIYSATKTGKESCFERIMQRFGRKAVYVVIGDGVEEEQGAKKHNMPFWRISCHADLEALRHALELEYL
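Eya2 (0.2 uM) preincubated 10 min at ambient with compound, then OMFP substrate added at 50 uM; 10 min reaction in 50 mM HEPES pH 7.5, 50 mM NaCl, 5 uM MgCl2, 0.05% BSA, 1 mM DTT. Fluorescence read at Ex 485/Em 525 nm.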
Mito fusion yeast = blocks mitochondrial division or promotes mitochondrial fusion | S. cerevisiae fusion-defective mutant growth rescue, CellTiterGlo 48 h | Potency, µM (highest dose often 46.1 µM), for inactives: at the highest dose growth rescue (activation), actives largely listed as activators | 320,000 compounds, 0.23% hits | AID 485298;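 also: potency is read from the fitted curve at half-maximal effect; % of control where 0% means no effect; nearly all actives have a fitted effect of over 45% in size; temperature-sensitive fusion mutants such as fzo1-1 at 37 °C on non-fermentable ethanol glycerol medium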
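Compounds are tested for their ability to restore growth of mitochondrial fusion-defective yeast strains at non-permissive 37C in YPEG medium over 48 hours. Viability is quantified by luciferase luminescence.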
AT treatment = potential ataxia-telangiectasia treatments restoring KAP-1 phosphorylation | AID 485349 | 320,000 compounds, 0.19% hits | […] A-T fibroblasts, KAP-1 phosphorylation AlphaLISA; neocarzinostatin DNA damage 30 min before lysis | Potency, µM (highest dose often 57.5 µM), inactives show at the highest dose activation, most hits filed as activators; also: potency is read from the fitted curve at half-maximal effect; % of control where 0% means no effect; nearly all actives have a fitted effect of over 45% in size
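hTERT-immortalized A-T patient fibroblasts ([…]), 500 cells/well in OPTI-MEM, 1% FBS, got compounds for 60 min, then NCS for 30 min at 37C. Lysates were then assayed for phospho-KAP-1 by AlphaLISA (anti-pKAP1 donor, anti-KAP1 acceptor beads), 6 hr at 25C.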
Chronic BCR inh = inhibitors of chronic active B-cell receptor signaling; ABC-DLBCL IkBa-CBG/CBR reporter, luminescence ratio, 4 h; Potency, µM (doses to about 46.1 µM), inactives show at the top dose ratio change, negative = lower green/red ratio, most hits filed as inhibitors; 340,000 compounds, 0.05% hits; AID 493014; active = well fitted inhibition curve with a large enough effect in the signal ratio, with a control signal flat, not every such curve was filed as active; inconclusive = small, poorly fitted or top-dose-only effect, or effect the other way, or a change in a side signal; the % refers to the signal ratio;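 also: potency is read from the fitted curve at half-maximal effect; plate controls were basal doxycycline-induced cells for no effect and cells given 10 µM MG132 for full effect; MG132 reads +100%, hits lower the ratio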
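Concentration-response series (up to 46 uM) were applied to TMD8 dual-reporter cells for 4 h at 37C with doxycycline. Green/red ratio, after filter-overlap correction, defined %Activity; red signal alone was normalised to basal cells and zero luminescence.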
An asterisk follows results filed as active; ? = inconclusive; nt = not tested or not shown; [ ] = dose if it differs, or a comment. Unless noted, calls follow the shape of the dose curve; as a rule, active = well fitted curve in the direction sought with a large enough effect; inconclusive = small, poorly fitted or top-dose-only effect, or another doubt; inactive = no such curve, though single readings can be large; an effect the other way counts as inactive or inconclusive.

SMILES	S-ASM inh	a7 integrin act	TSHR antagonist	TSG101-PTAP inh	Tb PFK block	TCR act	ELG1 DNA repair	Eya2 phos inh	Mito fusion yeast	AT treatment	Chronic BCR inh
O=C(CCc1ccccc1)NC(NC(=S)Nc1cccc(Cl)c1)C(Cl)(Cl)Cl (stereo not drawn)	-3%	-5%	13	-7%	-7%	-3%[46.1 µM]	?	-5%	6%	0%	11%
CC1(C)CC(=O)c2c(O)cc(OCc3ccc(Br)cc3)cc2O1	-21%	13%[7.66 µM]	0	-3%	4%	-3%	?	0%	7%	nt	26%
O=P(CCC(F)(F)F)(CCC(F)(F)F)CCC(F)(F)F	1%	0%	-6	-9%	1%	-13%	0%	-21%	-2%	4%	-1%
CCCCCN(C(=O)CCC(=O)OCC(=O)Nc1cccc(CC)c1)c1c(N)n(CCCC)c(=O)[nH]c1=O	-8%	1%	5	-1%	0%	4%	1%	4%	-8%	8%	-5%
COc1cc(OC)c2c(c1)OC(=O)CC2c1cc(OC)c(OC)c(OC)c1 (stereo not drawn)	0%	22%	33	-4%	-1%	-1%[46.1 µM]	19%	-7%	nt	7%	?
COc1ccc(NC(=O)Cc2ccccc2)cc1	2%	-5%	7	-4%	-5%	2%[46.1 µM]	?	6%	6%	-1%	-25%
Cn1nnc2sc3c(c2c1=O)CCCC3	2%	16%	18	-4%	-25%	-7%	nt	-14%	0%	-4%	0%
Cc1ccc(NC(=O)c2cccnc2C(=O)O)nc1	2%	-28%	-6	-2%	0%	1%	?	-11%	-7%	9%	1%
Cc1cc(/C=C2\C(=N)N3N=C(S(C)(=O)=O)SC3=NC2=O)c(C)n1Cc1ccccc1	161%[activator]	20%	-22	3%	0%	-4%	-17%	-7%	5%	8%	3%
CCOC(=O)N1CCN(Cc2nc(N)nc(Nc3ccc(OCC)cc3)n2)CC1	4%	-36%	7	0%	1%	-1%	-28%	-17%	-2%	8%	0%
Cc1ccc(C)c(C(=O)COC(=O)Cn2[nH]c(=O)c3ccccc3c2=O)c1	1%	16%	-10	-7%	-9%	6%	0%	22%	-6%	-2%	5%
COc1ccc(NC(=O)c2c(N)no[n+]2[O-])cc1	-5%	-2%	2	0%	-2%	-5%	4.6µM*	21%	-2%	-2%	?
CC1CCCCN1C(=O)CSc1nc2ccsc2c(=O)n1Cc1ccccn1 (stereo not drawn)	2%	-16%	2	-7%	1%	-4%	29%	10%	1%	-4%	13%
CCCNc1c(NC(=O)COc2ccc(Cl)cc2)c(=O)oc2ccccc12	-2%	-14%	1	-1%	-5%	-2%	6%	7%	8%	-5%	-8%
CCCc1nc2nc(C)c(NS(=O)(=O)c3ccc(F)cc3)c(=O)n2[nH]1	1%	-16%	-24	1%	1%	10%	-6%	8%	-7%	6%	1%
CCN1C(=NCCc2cccs2)N[C@@H](c2cccs2)C(C(=O)OC)=C1C	8%	10%	12	-12%	2%	5%	-4%	-3%	0%	19%	?
COc1ccc(-n2c(SCC(=O)NCC3CCCO3)nc3c(c2=O)SCC3)cc1OC (stereo not drawn)	4%	-40%	0	-2%	-1%	1%	0%	13%	-1%	5%	1%
COc1cccc(-c2nc(CS(=O)(=O)CC(=O)Nc3c(C)cccc3C)c(C)o2)c1	-3%	15%	0	1%	0%	-2%	-27%	12%	-4%	0%	-4%
CC1(C)CC(=O)C2=C(C1)OC(N)=C(C#N)C21CCN(C(=O)OCc2ccccc2)CC1	-7%	-2%	9	-2%	0%	2%	?	-10%	-10%	nt	?
Cn1c(=O)n(C)c2cc(S(=O)(=O)Nc3ccccc3)ccc21	2%	12%	-11	-1%	0%	-2%	?	-1%	1%	0%	-26%
CCOC(=O)C1=C(c2ccccc2)NC(=S)NC1c1ccc(C)c([N+](=O)[O-])c1 (stereo not drawn)	8%	7%	-4	-4%	5%	-3%	?	3%	-4%	3%	?
NC(=O)c1ccsc1NC(=O)CS(=O)(=O)c1ccc(Cl)cc1	4%	-4%	-19	2%	13%	6%	15%	4%	-3%	5%	-10%
CN(C)C(=O)N1CCC(C(=O)NCc2ccc(F)cc2)CC1	2%	23%	-1	-17%	4%	1%	9%	3%	-1%	-2%	4%
CCC(=O)N1CCCc2cc(S(=O)(=O)CCC(=O)Nc3ccccc3C)ccc21	5%	-18%	0	-7%	-1%	-102%	11%	7%	-2%	-6%	0%
C=CCn1c(O)c(N=NC(=O)c2ccc3c(c2)OCO3)c2ccccc21	-2%	4%	18	-3%	1%	-2%	?	-15%	-1%	-6%	4%
COc1cc(NS(=O)(=O)c2ccc3c(c2)C(C)(C)C(=O)N3C)cc(OC)c1	4%	-1%	-9	-1%	-6%	-5%	27%	-2%	-1%	4%	-2%
Cc1ccc(C(=O)NCC(=O)NC2CC2)cc1	2%	30%	nt	-3%	3%	-3%	?	-7%	nt	-2%	0%
COc1cccc(CNC(=O)C2CCCN(c3nc4ccccc4o3)C2)c1 (stereo not drawn)	3%	-2%	18	-8%	-5%	-3%	?	-6%	-4%	18%	7%
N/C(=N\OC(=O)Cc1ccc(-c2ccccc2)cc1)c1cccnc1	-16%	-13%	?	-4%	1%	2%	-2%	-6%	-20%	5%	1%
O=C(Nc1ccccc1)c1ccc2nsnc2c1	-1%	?	23	-7%	-4%	1%	?	1%	2%	-6%	?
CC(CC(=O)NCc1ccc(Cl)cc1)c1ccccc1 (stereo not drawn)	-3%	10%	-1	-11%	-7%	5%	2%	-2%	3%	2%	5%
CCc1ccc(OCCCC(=O)Nc2nnc(C3CCCO3)s2)cc1 (stereo not drawn)	-1%	8%	5	0%	0%	-4%	-7%	-15%	7%	4%[11.5 µM]	?
Cc1cc(C(=O)NCCC2=CCCCC2)ccc1[N+](=O)[O-]	-2%	2%	-10	-4%	-11%	3%	?	-9%	?	-5%	-10%
CN=c1scc(-c2cccs2)n1/N=C/c1ccccc1O	6%	-24%	?	0%	-1%	0%[46.1 µM]	5.2µM*	3%	18%	20%	?
Cc1ccc(N2C(N)=C(C#N)C(c3ccsc3)C3=C2CC(C)(C)CC3=O)cc1 (stereo not drawn)	-3%	-12%	-1	3%	8%	0%	-29%	3%	-12%	6%	13%
O=C(N/N=C/c1ccncc1)C1CC1(c1ccccc1)c1ccccc1 (stereo not drawn)	-3%	-13%	2	0%	-1%	2%	3%	-2%	6%	0%	?
CC1=N/C(=C\c2ccc([N+](=O)[O-])cc2)C(=O)N1c1ccc(F)cc1F	-1%	-9%	4	-1%	6%	0%	11%	-3%	-1%	-4%	?
CCn1cc(C(=O)NCC2CCCO2)c(=O)c2cc(S(=O)(=O)N(C)C3CCCCC3)ccc21 (stereo not drawn)	-3%	8%	-19	-5%	5%	1%[46.1 µM]	16µM*	4%	-4%	17%	0%
O=C(Nc1sc2c(c1CN1CCOCC1)CCC2)c1ccc(F)cc1	-3%	12%	2	-1%	-3%	1%[46.1 µM]	13%	11%	4%	5%	-2%
Cc1ccc(C2CC(c3cccc(NS(C)(=O)=O)c3)=NN2S(C)(=O)=O)cc1 (stereo not drawn)	4%	-7%	4	-1%	-3%	-8%	7%	3%	3%	-1%	-15%
O=C(NCc1ccc2c(c1)OCO2)C1CCN(S(=O)(=O)c2ccc(F)cc2)CC1	-1%	9%	-8	3%	2%	8%	-2%	1%	5%	8%	1%
CC(C)(C)c1csc(NNC(=O)c2ccc(Br)cc2)n1	0%	-23%	-9	-1%	-2%	5%	-16%	9%	-4%	-4%	?
COc1ccc(S(=O)(=O)Nc2nc3c(s2)C(=O)CC(C)(C)C3)cc1	5%	12%	21	0%	12%	0%	6%	-4%	1%	12%	4%
CC(C)c1[nH]c(=O)c(C#N)c2c1COC(C)(C)C2	5%	-21%	-1	-5%	1%	-2%	9%	-1%	-3%	-2%	-10%
